Assay outcomes as filed in PubChem.
TGFb SMAD3 inh = qHTS for Inhibitors of TGF-b; hit rate 1.2% among 410,000; HepG2 CAGA-GFP TGF-b/SMAD3 reporter, GFP fluorescence, 18 h; TGF-beta stimulated, 500 pg/mL final; AID 588855, 2011; Potency, µM (top dose mostly 46.1 µM), without a hit: at the top dose activity, negative = inhibition, usual class: inhibitors; further: potency means the concentration at half of the fitted maximal effect; on the % scale 0 is the no-effect control and ±100 the full control effect; nearly all actives have a fitted effect of over 65% in size
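HEPG2 CAGA-GFP reporter cells (1000/well, DMEM with 1% FBS) received compounds, then recombinant TGF-beta at 500 pg/mL final for 18 hours at 37 degrees C. Per-cell GFP summed per well was normalised to unstimulated and stimulated DMSO controls before curve fitting.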
A549 tox = Nrf2 qHTS screen for inhibitors: counterscreen for cytotoxicity | A549 ARE-Fluc cells, CellTiter-Fluor viability, 18-24 h | Potency, µM (top dose mostly 46 µM), for the others: at the highest dose activity change, negative = cytotoxicity, usual class: inhibitors | hit rate 0.16% among 390,000 | AID 504648, 2011; further: potency means the concentration at half of the fitted maximal effect; on the % scale 0 is the no-effect control and ±100 the full control effect
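A549 ARE-Fluc cells in 5% FBS OPTI-MEM, 5000 cells/well, rested 2 h then exposed to compounds in concentration-response for 18-24 h at 37 °C. Viability by CellTiter-Fluor fluorescence (Ex 405/Em 525) after 30 min; luciferase luminescence (BugLite, 15 min, RT) read afterwards.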
HepG2 tox = qHTS for Inhibitors of TGF-b: Cytotox Counterscreen. Potency, µM (highest dose often 46.1 µM), for the others: top-dose activity change, negative = cytotoxicity, usual class: cytotoxic. HepG2 CAGA-GFP viability, ATP luminescence, 18 h. hit rate 0.76% among 410,000; further: potency means the concentration at half of the fitted maximal effect; some results filed as inactive show a strong effect at the top dose
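CellTiter-Glo luminescence gave cytotoxicity after 18 hours at 37 degrees C. The cells were HepG2 CAGA-GFP in 1% FBS DMEM, stimulated with 500 pg/mL TGF-beta after compound addition. %Activity was normalised to no-cell wells (complete cell-killing) and DMSO (no toxicity), and curves were fitted and classified.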
MCF10A rerep = A quantitative high throughput screen for small molecules that induce DNA re-replication in MCF 10a normal breast cells; MCF 10A DNA re-replication, Hoechst nuclear intensity, 48 h; Potency, µM (highest dose often 46.1 µM), inactives show at the top dose activity, positive = re-replication, actives largely listed as activators; AID 624296, 2012; hit rate 2.9% among 350,000; further: potency means the concentration at half of the fitted maximal effect; % of control where 0% means no effect; nearly all actives have a fitted effect of over 50% in size
ATXN2 expr inh = Primary qHTS for Inhibitors of ATXN expression; Potency, µM (series often up to 57 µM), without a hit: top-dose activity change, negative = inhibition, most hits filed as inhibitors; hit rate 0.72% among 360,000; HEK-293 ATXN2-luciferase reporter, luminescence, 24 h; further: potency means the concentration at half of the fitted maximal effect; on the % scale 0 is the no-effect control and ±100 the full control effect; nearly all actives have a fitted effect of over 55% in size
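ATXN2-luciferase reporter cells (luciferase flanked by upstream and downstream ATXN2 gene portions) were treated 24 h at 37 °C with compounds at up to 57 uM. SteadyGlo luminescence gave expression; GF-AFC fluorescence gave viability.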
S2 tox = Viability Counterscreen for Primary qHTS for Inhibitors of ATXN expression; S2 cells (HEK-293 line with an ATXN2-luciferase reporter) viability, CellTiter-Fluor protease fluorescence, 24 h; Potency, µM (doses to about 56.7 µM), hits mostly cytotoxic; hit rate 0.49% among 400,000; further: potency means the concentration at half of the fitted maximal effect; nearly all actives have a fitted effect of over 40% in size
Nrf2 block = Nrf2 qHTS screen for inhibitors. A549 ARE-Fluc reporter, luciferase luminescence, 18-24 h. hit rate 2.1% among 360,000. Potency, µM (top dose mostly 46 µM), for inactives: at the top dose activity change, negative = inhibition, most hits filed as inhibitors; further: potency means the concentration at half of the fitted maximal effect; on the % scale 0 is the no-effect control and ±100 the full control effect; nearly all actives have a fitted effect of over 60% in size
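Quantitative HTS in A549 cells stably bearing an antioxidant response element-firefly luciferase construct. Inhibition of Nrf2-driven transcription was scored by luminescence after 18-24 h of compound exposure at 37 °C.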
IL1B secr inh = qHTS for Inhibitors of Inflammasome Signaling: IL-1-beta AlphaLISA Primary Screen | hit rate 4.7% among 360,000 | THP-1 LPS/ATP IL-1B secretion, AlphaLISA, 16 h; active compounds read low | activity change, % at 57.5 µM; in the data active means activity change below about -50%; inconclusive means mostly about -30% to -49%; further: on the % scale 0 is the no-effect control and ±100 the full control effect
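Secreted IL-1B measured by AlphaLISA bead assay after 16 h compound exposure of THP-1 cells; compounds (final up to 57.5 uM) added 1 h before LPS (250 ng/mL) and ATP (1.25 mM) stimulation; lower signal means less secretion.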
Nrf2 activator = qHTS of Nrf2 Activators | AREc32 ARE-luciferase reporter (MCF7-derived line), luminescence, 24 h | Potency, µM (doses to about 46.1 µM), for the others: at the top dose activation, most hits filed as activators | hit rate 0.31% among 410,000; further: potency means the concentration at half of the fitted maximal effect; % of control where 0% means no effect; nearly all actives have a fitted effect of over 65% in size
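Each well held 1000 AREc32 cells, which were incubated with compound for 24 hr at 37 deg C after overnight attachment, and ARE reporter activity was quantified by firefly luciferase luminescence.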
An asterisk follows results filed as active; i = inactive; ? = inconclusive; . = no result given; & = joins results of further samples; [ ] = remark or other dose. Unless noted, the call rests on the fitted dose curve; in most records, active means well fitted curve in the direction sought with a large enough effect; inconclusive means small, poorly fitted or top-dose-only effect, or another doubt; inactive means no such curve, though single readings can be large; an effect the other way counts as inactive or inconclusive.

Screens in order – TGFb SMAD3 inh	A549 tox	HepG2 tox	MCF10A rerep	ATXN2 expr inh	S2 tox	Nrf2 block	IL1B secr inh	Nrf2 activator
[1] CS/C(=N\S(=O)(=O)c1ccccc1)c1ccccc1
    6.3%	-4.4%	1.0%	?	-22.1%	i	8.5%	-12.7	-0.2%
[2] CC1(C)OCC(CNC(=O)c2[nH]c(C(F)(F)F)nc2-c2ccccc2)O1 (stereo unspecified)
    8.7%	.	-13.8%	.	1.1%	i	.	-7.9	-0.8%
[3] COC(=O)[C@]12CCCCC=C1N(CCC1=CCCCC1)C(=O)[C@H](CC(=O)NCC1CCCCC1)C2
    .	.	.	.	-33.3%	?	.	-28.6	3.0%
[4] COc1ccc(C=C(c2nc3ccccc3s2)c2nc3ccccc3s2)cc1O
    0.0%	-12.5%	-29.4%	13µM*	-22.1%	?	13.3%	-97.8*	?
[5] C/C(=N/NC(=O)c1ccc(C)s1)c1ccncc1
    -12.3%	0.2%	-15.9%	-3.6%	23.5%	i	6.2%	?	1.1%
[6] COc1ccccc1-c1noc2ncnc(Nc3ccc4c(c3)OCO4)c12
    -0.7%	3.9%	0.1%	5.7%	7.2%	i	-14.1%	10.7	0.5%
[7] CC1(c2ccccn2)Nc2ccccc2-c2nc3ccccc3n21 (stereo unspecified)
    -6.1%	-3.0%	-1.4%	5.2%	62.2%[activator]	i	11.7%	-29.4	6.4%
[8] COc1ccc(C(=O)Nc2ccc(NC(=O)C(C)C)nc2)cc1
    9.9%	2.2%	2.4%	-0.5%	-0.9%	i	-2.1%	-1.0	-1.6%
[9] COCC1CCCN(Cc2cn[nH]c2-c2cc3ccccc3o2)C1 (stereo unspecified)
    -11.6%	?	-124.2%	-7.3%	-19.0%	i	-3.6%	-11.1	0.3%
[10] Nc1nc(-c2ccc(Oc3ccccc3)cc2)c(CC(=O)O)s1
    1.0%	1.9%	-0.4%	?	12.9%	i	-1.4%	7.6	2.1%
[11] CCN(CC)S(=O)(=O)c1ccc(C(=O)NCC(=O)NC2CC2)cc1
    -6.0%	-3.9%	-4.7%	6.0%	-15.1%	i	5.1%	-2.8	0.4%
[12] O=C(COC(=O)c1ccncc1)NC(=O)C1CCCCC1
    9.3%	-3.6%	5.8%	-4.4%	1.8%	i	0.9%	-5.8	-0.6%
[13] COCCNc1nc(-c2ccccc2F)c2sc(-c3ccccc3)cc2n1
    -2.7%	.	-16.3%	.	-21.8%	i	.	?	6.0%
[14] O=C(NO)c1ccc(C(=O)N(C2CCCCC2)C2CCCCC2)cc1
    -31.8%	-14.9%	-37.2%	-180.5%[0.0737 µM]	?	i	?	52.7	-0.8%
[15] Cc1onc(-c2c(Cl)cccc2Cl)c1NC(=O)N(C)N
    13.5%	-6.8%	-1.4%	?	.	i	-11.9%	23.9	-0.3%
[16] Cc1ccc(NC(=O)n2ncc3c(C)cccc32)c(C)c1
    -6.1%&7.9%	5.8%&-1.1%	-28.9%&-1.5%	1.7%	17.1%&52.4%	?	?	-6.2	5.1%&7.6%
[17] CCN(C(=O)CSc1nc(C)cc(=O)[nH]1)C1CCCCC1
    -3.5%	-2.8%	4.3%	-1.7%	5.3%	i	10.2%	9.0	0.1%
[18] Cc1ccc(S(=O)(=O)NCc2cn3c(C)csc3n2)cc1
    11.3%	1.4%	-3.3%	-11.9%	3.0%	i	?	20.1	1.2%
[19] CCOc1ccc(-n2c(=S)sc3c(=O)n(-c4ccccc4)c(SC)nc32)cc1
    -6.9%	15.9%	-12.8%	?	-5.7%	i	-31.1%	0.0	-0.9%
[20] Cc1cc(C)n2ncc(C(=O)Nc3ccc(Cl)c(Cl)c3)c2n1
    -7.0%	0.1%	8.8%	6.0%	-24.6%[11.3 µM]	i	?	33.8	14.7%
[21] CCC1CCCCN1c1nc2c(C=O)c(C)nn2c2ccccc12 (stereo unspecified)
    -27.1%	-13.7%	-14.7%	?	-18.6%	.	-14.4%	-29.9	0.5%
[22] Nc1[nH]n(-c2ccccc2)c(=O)c1N=Nc1ccc2ncsc2c1
    1.2%	-16.7%	-39.0%	0.9%	9.1%	?	-8.0%	-13.7	2.7%
[23] O=C(Nc1sc2c(c1-c1nc3ccccc3[nH]1)CCCC2)C1CCCC1
    2.2%	-2.5%	-26.5%	18.9%	14.1%	?	0.6%	-7.4	5.9%
[24] COc1ccccc1CNC(=O)CN1c2cccc3cccc(c23)S1(=O)=O
    -6.2%	-1.7%	-10.9%	-0.4%	-0.5%	i	?	-19.1	5.9%
[25] CN1CCN(c2ccc(NC(=O)c3ccc([N+](=O)[O-])o3)cc2Cl)CC1
    10µM*	-3.3%	-64.0%	1.46µM*	-27.5%	20µM*	?	-96.2*	?
[26] OC1(c2ccc(Cl)cc2)CCN(Cc2cn[nH]c2-c2ccc(F)cc2)CC1
    3.98µM*	-3.2%	-31.7%	0.9%	-28.5%	i	-23.4%	?	4.1%
[27] O=c1[nH]c2cc3c(cc2cc1CN(CCc1ccccc1)C(=S)NCCCN1CCOCC1)OCCO3
    -24.4%	-13.4%	-0.8%	?	-26.7%	i	?	-10.6	-0.2%
[28] C[C@@H]1CN([C@@H](C)CO)S(=O)(=O)c2ccc(Br)cc2O[C@H]1CN(C)C(=O)c1ccc2c(c1)OCO2
    2.5%	.	-0.6%	.	-22.5%	?	.	-27.9	-1.6%
[29] CCOC(=O)COC(=O)c1ccc(Oc2cc(C)nc(SC)n2)cc1
    -26.0%	0.1%	0.1%	5.8%	-17.7%	i	-3.8%	6.1	-0.9%
[30] COc1ccc(N(C=O)C(=S)SC)cc1
    -17.2%	1.0%	-28.8%	-2.3%	-15.1%	i	-4.2%	-3.8	0.3%
[31] O=C(Nc1cccs1)Nc1ccccc1Cl
    -4.1%	-12.5%	-24.7%	-4.4%	35.1%	i	-28.5%	-14.4	24.4%
[32] CCOc1ccccc1NC(=O)COc1coc(CN2CCCc3ccccc32)cc1=O
    -31.9%	1.7%	-15.5%	21.3%	-8.9%	i	?	2.3	1.7%
[33] O=C(Nc1nc(-c2ccc(F)c(F)c2)cs1)c1cnccn1
    4.6%	2.1%	1.4%	6.4%	5.4%	i	5.5%	1.2	0.7%
[34] COc1ccc(/C=C/c2nc(S(=O)(=O)c3ccccc3)c(NCCCN(C)C)o2)cc1OC
    7.6%	-15.4%	0.3%	?	19.5%	i	13.0%	-15.1	3.8%
[35] COc1ccc(CCNC(=O)CCn2c(=O)c3cccn3c3ccc(F)cc32)cc1OC
    -5.0%	-1.7%	-10.3%	.	.	.	-0.7%	.	-0.2%
[36] CN1CCN(C2=C(Cl)C(=O)N(Cc3ccccc3)C2=O)CC1
    12.7%	-13.5%	-28.8%	0.7%	3.8%	i	4.3%	-7.3	27.4%
[37] COc1ccccc1OCCNC(=O)c1ccc(Br)cc1
    0.0%	11.6%	-9.4%	-1.5%	47.0%[activator]	i	?	-1.0	2.7%
[38] CC(=O)NC(=S)NNC(=O)COc1ccc(Br)cc1
    3.0%	1.9%	-1.4%	-12.5%	-12.5%	i	-3.0%	-4.3	3.7%
[39] COc1ccc(OC)c(/C=N/NC(=O)CC(=O)NCc2ccccc2)c1
    12.8%	8.0%	-2.9%	-3.9%	4.0%	i	0.3%	25.3	-0.7%
[40] COc1cccc(-c2cc(N)nn2C(=O)Nc2ccc(Cl)cc2)c1
    -28.4%	5.4%	-3.6%	-1.7%	-12.8%	i	15.4%	6.1	4.1%
[41] CCOC(=O)C1(CC2CCCCO2)CCN(Cc2cc(F)ccc2-n2cccn2)CC1 (stereo unspecified)
    -5.4%	-5.7%	-16.4%	-19.7%	-14.4%	i	-6.7%	45.4	-0.2%
[42] CCCn1c(SCC(=O)N2CCN(C(C)=O)CC2)nc2sc3c(c2c1=O)CCC3
    -19.1%	1.0%	-3.5%	14.7%	-29.3%	i	?	-14.3	2.8%
[43] Cc1ccccc1NC(=O)CSc1nc2scc(C)c2c(=O)[nH]1
    12.9%	0.2%	-18.0%	3.6%	16.6%	i	-2.0%	0.5	3.8%
[44] CN(C(=O)C1CCC(=O)N(C2CC2)C1)C1CCCCC1 (stereo unspecified)
    43.0%[activator]	0.1%	1.4%	1.9%	13.6%	i	6.8%	25.2	-0.6%
[45] CCOc1ccc(OCc2ccc(C(=O)Nc3cccnc3)o2)cc1
    5.6%	-8.3%	-18.2%	7.2%	35.0%[activator]	i	19.3%	0.0	-1.7%
[46] O=C(c1ccc2c(=O)n(C3CCCC3)c(=S)[nH]c2c1)N1CCCCCC1
    ?	-21.5%	-2.3%	-1.3%	-25.9%	i	16.4µM*	2.5	-1.4%
[47] O=c1oc2ccc3ccccc3c2c2c1SC(C(F)(F)F)C2 (stereo unspecified)
    5.1%	15.4%	-1.5%	12.6%	-0.5%	i	?	-12.5	1.4%
[48] NC1=NC[C@@H](Cc2ccc(O)cc2)N1CCc1cccc(F)c1
    10.1%	3.1%	-15.8%	-2.7%	-1.2%	i	15.4%	0.0	-0.8%
[49] O=C(Nc1ccccc1)C1CCN(S(=O)(=O)c2ccc3[nH]c4c(c3c2)CCCCC4)CC1
    -16.3%	-25.2%	-27.0%	.	.	.	16.4µM*	.	-0.9%
